Screens from PubChem BioAssay.
NTR1 agonist: agonists of NTR1, primary screen, imaging, U2OS cells, beta-arrestin-GFP, high content (AID 493036); Neurotensin receptor type 1 (Homo sapiens), P30989; NTR1-U2OS beta-arrestin-GFP spot imaging, agonist mode; activation, % at 20 µM; hit rate 0.17% among 330,000;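 active = activation at or above 40% of the spot to cytoplasm intensity ratio, with at least 20 cells analyzed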;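 note: 0% = DMSO without peptide and 100% = 100 nM NTR1 peptide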
West Nile antiviral: West Nile virus antiviral activity, cell-based, CPE readout (AID 1621). hit rate 0.02% among 290,000. West Nile virus-infected cells, CPE inhibition; higher % means a stronger effect. one-dose CPE inhibition, % at 10 µM; IC50 in µM for titrated hits; in the data active = a potency from the dose series; note: strong numbers were not always called active
T cell modulator: modulators of CD8 T cell-vesicle binding, primary screen, mouse 2C CD8+ T cells, flow cytometry | hit rate 0.068% among 330,000 | calls only at 7 µM | 2C CD8+ T cell-vesicle binding; hits give low values;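 active = response, share of CD8 T cells binding vesicles, and their 90th percentile fluorescence all below set limits, cut at about 80% in these data, passing the limit was not always enough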
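Material: murine 2C transgenic CD8+ T lymphocytes / Also added: QL9-peptide-loaded Drosophila micro-vesicles bearing Ld, ICAM-1 and B7-1 / Schedule: binding step 1.5 h, 37 °C, antibody labelling 20 min, ice / Signal: flow cytometry, PE anti-B7-1 (FL2) versus Alexa647 anti-CD8 (FL8), PFA-fixed / Evaluation: percent CD8+ FL2 mean versus row control / Benchmarks: naked versus QL9-loaded vesicles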
PhoP inhibition: inhibitors of PhoP regulon expression, primary screen, Salmonella Typhimurium, GFP reporter (AID 1863); S. Typhimurium PhoP-regulated promoter GFP reporter, 4 h; higher % means a stronger effect; inhibition, % at 50 µM, or IC50 in µM where a hit was titrated; hit rate 0.16% among 300,000;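 active = inhibition over 29.93%, a cutoff 3 SD above the screen mean, later confirmed by dose response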;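 note: 0% = low Mg2+ inducing control and 100% = high Mg2+ repressing control; strong numbers were not always called active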
T cell modulator vesicle-bound %: second read-out of T cell modulator, no call of its own (marks repeat the call); double positive events, %; measured here: CD8+ vesicle-bound cell fraction;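 binding gate set so that unloaded-vesicle control wells show 10% double positive cells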
NTR1 agonist cell count 20 µM: second read-out of NTR1 agonist, no call of its own (marks repeat the call); cell count; measured here: cell count, cytotoxicity flag
* hit, by the source's call; i = inactive; · = not tested or not shown.

Start of the data: the first 3 compounds (preview)
Each structure is followed by: NTR1 agonist | NTR1 agonist cell count 20 µM | West Nile antiviral | T cell modulator | T cell modulator vesicle-bound % | PhoP inhibition
CC12CCC(CC1)C(C)(C)O2
  · | · | 0.0% | i | 23 | 2%
CCCCCCO
  2.1 | 42 | · | i | 32 | ·
CCOC(=O)c1ccc(N)cc1
  -0.7 | 49 | · | i | 34 | -6%

The list itself, previewed entries included:
Each structure is followed by: NTR1 agonist | NTR1 agonist cell count 20 µM | West Nile antiviral | T cell modulator | T cell modulator vesicle-bound % | PhoP inhibition
CC12CCC(CC1)C(C)(C)O2
  · | · | 0.0% | i | 23 | 2%
CCCCCCO
  2.1 | 42 | · | i | 32 | ·
CCOC(=O)c1ccc(N)cc1
  -0.7 | 49 | · | i | 34 | -6%
CC(C(=O)O)c1ccc(C(=O)c2cccs2)cc1 (centres undefined)
  3.5 | 59 | · | i | 20 | 4%
CC(=O)c1ccc(S(=O)(=O)NC(=O)NC2CCCCC2)cc1
  0.9 | 52 | · | i | 18 | -4%
CCCNC(C)C(=O)Nc1c(C)csc1C(=O)OC (centres undefined)
  0.7 | 68 | · | i | 53 | 1%

Reprinted at random: 2 records from the list
Each structure is followed by: NTR1 agonist | NTR1 agonist cell count 20 µM | West Nile antiviral | T cell modulator | T cell modulator vesicle-bound % | PhoP inhibition
CCCNC(C)C(=O)Nc1c(C)csc1C(=O)OC (centres undefined)
  0.7 | 68 | · | i | 53 | 1%
CC(=O)c1ccc(S(=O)(=O)NC(=O)NC2CCCCC2)cc1
  0.9 | 52 | · | i | 18 | -4%

Three of the compounds above, bar-delimited.
Structure | NTR1 agonist | NTR1 agonist cell count 20 µM | West Nile antiviral | T cell modulator | T cell modulator vesicle-bound % | PhoP inhibition
CCCCCCO | 2.1 | 42 | · | i | 32 | ·
CCOC(=O)c1ccc(N)cc1 | -0.7 | 49 | · | i | 34 | -6%
CC(C(=O)O)c1ccc(C(=O)c2cccs2)cc1 (centres undefined) | 3.5 | 59 | · | i | 20 | 4%

Only part of the results is shown; the hit share may differ from the screen's.
